Bioassay records: PubChem BioAssay, National Center for Advancing Translational Sciences (NCATS)
RGS12 GoLoco inh – qHTS Assay for Inhibitors of RGS12 GoLoco Motif Activity (Red Fluorophore) | 230,000 tested, 0.44% active | Guanine nucleotide-binding protein G(i) subunit alpha-1 (Homo sapiens), P63096 | Potency, µM (series often up to 61.6 µM), for inactives: top-dose activity, negative = inhibition, hits mostly inhibitors | Gai1:RGS12 GoLoco peptide FP, rhodamine, 10 min; active = well fitted inhibition curve with a large enough effect, not every such curve was filed as active; inactive = no such curve, though single readings can be large or run the other way; also: nearly all actives have a fitted effect of over 30% in size; many of its hits are not listed in these tables
Target sequence (P63096 whole entry, looked up): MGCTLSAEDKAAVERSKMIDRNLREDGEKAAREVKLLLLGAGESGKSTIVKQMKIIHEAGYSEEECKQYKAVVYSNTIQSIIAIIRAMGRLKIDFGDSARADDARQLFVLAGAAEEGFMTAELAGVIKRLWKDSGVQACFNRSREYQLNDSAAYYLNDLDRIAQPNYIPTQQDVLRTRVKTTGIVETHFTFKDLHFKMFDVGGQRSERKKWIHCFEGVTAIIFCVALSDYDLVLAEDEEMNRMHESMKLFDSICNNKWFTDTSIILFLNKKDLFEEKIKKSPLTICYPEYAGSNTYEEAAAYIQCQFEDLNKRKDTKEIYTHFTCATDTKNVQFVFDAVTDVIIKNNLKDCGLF
RECQ1 inh – qHTS Assay for Inhibitors of RecQ-Like Dna Helicase 1 (RECQ1) | Potency, µM (series often up to 57.3 µM), for the others: at the top dose activity, negative = inhibition, usual class: inhibitors | ATP-dependent DNA helicase Q1 (Homo sapiens), P46063 | RECQ1 DNA unwinding, red fluorescence kinetic read | 240,000 tested, 0.54% active;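 also: plate controls were vehicle for no effect and no enzyme for full effect; nearly all actives have a fitted effect of over 30% in size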
Target sequence (P46063 whole entry, looked up): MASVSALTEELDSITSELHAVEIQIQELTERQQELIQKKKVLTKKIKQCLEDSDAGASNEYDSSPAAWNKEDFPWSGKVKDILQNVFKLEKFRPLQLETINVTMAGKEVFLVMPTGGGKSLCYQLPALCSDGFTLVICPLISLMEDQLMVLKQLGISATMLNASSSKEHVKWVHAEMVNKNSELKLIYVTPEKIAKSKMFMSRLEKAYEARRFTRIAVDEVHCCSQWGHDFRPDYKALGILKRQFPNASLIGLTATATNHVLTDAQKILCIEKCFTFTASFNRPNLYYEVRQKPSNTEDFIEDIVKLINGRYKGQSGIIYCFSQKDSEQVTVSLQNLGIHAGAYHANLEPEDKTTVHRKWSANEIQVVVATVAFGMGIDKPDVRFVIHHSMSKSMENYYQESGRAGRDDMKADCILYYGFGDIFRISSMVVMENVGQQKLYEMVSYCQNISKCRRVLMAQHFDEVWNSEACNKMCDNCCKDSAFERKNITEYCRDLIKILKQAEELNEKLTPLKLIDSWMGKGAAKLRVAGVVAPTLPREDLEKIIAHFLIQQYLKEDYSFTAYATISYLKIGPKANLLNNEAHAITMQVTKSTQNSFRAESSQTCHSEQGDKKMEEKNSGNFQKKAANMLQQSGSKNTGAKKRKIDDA
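50 nM RECQ1T1 preincubated 15 min with compound in Tris pH 8.0 buffer with MgCl2, DTT, Tween-20 and 2.5 ug/ml poly(dI-dC); started with 200 nM TAMRA/BHQ-2 forked duplex and 2 mM ATP. Unwinding read as fluorescence (525/598 nm), two reads 2 h apart.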
GAA spleen mod – qHTS Assay for Inhibitors and Activators of Human alpha-Glucosidase From Spleen Homogenate; human spleen homogenate, 4-MU-alpha-glucoside fluorescence; Potency, µM (highest dose often 79.9 µM), without a hit: at the top dose activity change, negative = inhibition, hits mostly inhibitors; 240,000 tested, 0.006% active; AID 2112, 2009;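 also: 0% = enzyme with vehicle and -100% = no enzyme basal signal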
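Human spleen homogenate (1 ug) with 4-methylumbelliferyl-alpha-D-glucopyranoside (1 mM final) in 50 mM citrate/phosphate pH 5.0, 0.01% Tween-20; 40 min at 37 C. Stopped at pH 10; 4-MU fluorescence Ex 365/Em 440 nm; AC50 by Hill fit.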
An asterisk follows results filed as active; i = inactive; ? = inconclusive; [ ] = another dose, or the depositor's remark. Unless noted, calls follow the shape of the dose curve; as a rule, active = well fitted curve in the direction sought with a large enough effect; inconclusive = small, poorly fitted or top-dose-only effect, or another doubt; inactive = no such curve, though single readings can be large; an effect the other way counts as inactive or inconclusive. Unless noted, % is scaled to controls: 0 for no effect and ±100 for the full control effect; potency is read from the fitted curve at half-maximal effect. An excerpt, so the mix of outcomes need not match the whole.

| smiles | RGS12 GoLoco inh | RECQ1 inh | GAA spleen mod |
| --- | --- | --- | --- |
| Cc1noc(C)c1C(=O)N1CCC2(CCN(Cc3ccccc3)CC2)CC1 | 6% | -10% | 10% |
| Cc1nc2cnc(N(C)C)nc2n(C[C@H]2CCCO2)c1=O | -1% | -4% | -8% |
| O=C(c1cccc(F)c1)N1CCC2(CC1)CN(c1ncccn1)C2 | 4% | i | 3% |
| COc1ccc(Oc2ncc3ncc(=O)n(Cc4cccs4)c3n2)cc1 | 8% | -13% | -1% |
| CCNc1ncc2nc(-c3ccc(OC)cc3)c(=O)n(CCc3ccccc3)c2n1 | 20% | -12% | -5% |
| O=C(c1cccc(F)c1)N1CCC2(CC1)CCN(c1ccncc1)CC2 | 2% | -1% | -5% |
| COCC(=O)N1CCC[C@@]2(CCN(c3ccccn3)C2)C1 | 8% | -4% | 4% |
| COc1ccc(-n2c(=O)c(-c3ccccc3)nc3cncnc32)cc1 | 9% | -1% | 15% |
| CC(C)NC(=O)N1CC2(CCN(S(=O)(=O)c3ccccc3)CC2)C1 | -5% | -4% | 3% |
| CN(C)Cc1ccccc1-c1ccc2ncnc(N(C)C)c2c1 | 11% | -1% | 2% |
| N#Cc1ccc(CN2CCC3(CC2)CCN(S(=O)(=O)c2ccccc2)CC3)cc1 | 3% | -9% | 10% |
| CN1CCN(c2ncc3nc(-c4cccs4)c(=O)n(Cc4cccs4)c3n2)CC1 | 0% | -10% | -10% |
| CCNc1ncc2nc(-c3cccc(C#N)c3)c(=O)n(C)c2n1 | 1% | i | 10% |
| COC(=O)N1CCC[C@@]2(CCN(c3ncccn3)C2)C1 | 0% | -1% | 3% |
| COc1cccc(-c2nc(NC3CC3)c3ccccc3n2)c1 | -4% | -2% | -3% |
| Cc1cnc(CNc2ccnc(-c3ccoc3)n2)cn1 | -12% | -6% | -3% |
| COC(=O)N1CCC2(CC1)CN(c1ccccc1)C2 | -5% | i | -8% |
| CN(C)c1ncc2nc(-c3ccccc3)c(=O)n(CCC#N)c2n1 | -23% | -6% | -2% |
| FC(F)(F)c1cc(CN2CC[C@@]3(CCCNC3)C2)cc(C(F)(F)F)c1 | 1% | -5% | -19% |
| Cc1noc(C)c1C(=O)N1CCC2(CCCN(Cc3ccccc3)C2)CC1 | -1% | -2% | -4% |
| O=S(=O)(c1ccccc1)N1CCC2(CC1)CN(Cc1nccs1)C2 | 5% | -6% | 1% |
| O=C(c1cnccn1)N1CCC2(CCCN(c3ccccc3)C2)CC1 | -1% | -1% | -3% |
| COc1ncc2nc(-c3cccs3)c(=O)n(Cc3ccc(F)cc3)c2n1 | -11% | i | 9% |
| O=C(Oc1ccccc1)N1CCC2(CC1)CN(c1ccncc1)C2 | 12% | 17% | -13% |
| COc1ccc(CNc2nc(-c3cccnc3)nc3ccccc23)c(OC)c1 | 9% | i | 2% |
| Cc1noc(C)c1C(=O)N1CCC2(CCN(Cc3ccc(C#N)cc3)CC2)CC1 | -6% | i | 5% |
| COc1ccc(CNc2ncnc3ccc(-c4ccccc4C#N)cc23)c(OC)c1 | 4% | -15% | 6% |
| CC(=O)NCCNc1nc(-c2ccccc2C)nc2ccccc12 | 0% | i | 13% |
| c1cn(-c2cc(-c3ccc4c(c3)OCO4)ncn2)cn1 | 35%[activator] | -8% | 9% |
| CS(=O)(=O)N1CCC2(CCN(Cc3ccc(C#N)cc3)CC2)CC1 | 1% | -8% | 5% |
| CCNc1ncc2nc(-c3cc(F)cc(F)c3)c(=O)n(CCC#N)c2n1 | -5% | i | 28% |
| O=C(c1ccco1)N1CCC2(CCCN(c3ccncc3)C2)CC1 | -7% | 5% | -3% |
| CN(C)c1ncc2ncc(=O)n(Cc3cccs3)c2n1 | 13% | -8% | 2% |
| COc1ccccc1CN1CCC2(CC1)CCN(C(=O)c1ccncc1)CC2 | 0% | -9% | -9% |
| O=c1cnc2cnc(N3CCOCC3)nc2n1C[C@H]1CCCO1 | 13% | -7% | 1% |
| O=c1cnc2cnc(N3CCNCC3)nc2n1Cc1cccs1 | 3% | -7% | -4% |
| O=c1cnc2cnc(Oc3cccc(Cl)c3)nc2n1C1CC1 | 15% | -8% | 5% |
| COc1ccc(NC(=O)N2CC3(CCNCC3)C2)cc1 | 19% | -11% | 0% |
| Cc1nc2cnc(N3CCN(C)CC3)nc2n(Cc2cccs2)c1=O | -1% | -3% | -12% |
| CN1CCN(c2ccnc(-c3ccoc3)n2)CC1 | -7% | 13% | 1% |
| COc1cccc(Cn2c(=O)c(-c3cccc(F)c3)nc3cncnc32)c1 | 12% | i | -11% |
| O=c1c(-c2cc(F)cc(F)c2)nc2cnc(N3CCNCC3)nc2n1Cc1cccs1 | 28% | -13% | 8% |
| N#CCCn1c(=O)c(-c2ccc(Cl)cc2)nc2cnc(N3CCOCC3)nc21 | -4% | -5% | 2% |
| COc1ccc2[nH]cc(CCNc3cc(-c4c(C)noc4C)ncn3)c2c1 | -4% | i | -13% |
| CC(C)NC(=O)N1CCCC2(CCN(C(=O)c3cc(C(F)(F)F)cc(C(F)(F)F)c3)CC2)C1 | 2% | -12% | 6% |
| COc1cccc(Cn2c(=O)cnc3cncnc32)c1 | 13% | i | 1% |
| c1ccc(C(c2ccccc2)N2CC[C@@]3(CCCNC3)C2)cc1 | 2% | 0% | -4% |
| COCCn1c(=O)c(C)nc2cnc(Oc3ccccc3)nc21 | 6% | -5% | 2% |
| COC(=O)N1CCC2(CC1)CCN(C(c1ccccc1)c1ccccc1)CC2 | 0% | -6% | -3% |
| COCC(=O)N1CCC2(CCCN(Cc3ccccc3)C2)CC1 | 1% | -12% | 5% |
| O=C(Oc1ccccc1)N1CCC2(CC1)CCN(c1ccncc1)CC2 | 2.8µM* | -3% | -8% |
| N#Cc1cccc(-c2nc(NCc3cccs3)c3ccccc3n2)c1 | 8% | -2% | 9% |
| CS(=O)(=O)N1CCC2(CCCN(c3ncccn3)C2)CC1 | 1% | -6% | -3% |
| O=c1c(CCc2ccccc2)nc2cnc(N3CCNCC3)nc2n1Cc1cccs1 | 54%[activator] | -16% | -13% |
| COc1ccc(NC(=O)N2CCC3(CC2)CCN(S(C)(=O)=O)CC3)cc1 | 5% | -6% | -1% |
| COc1ccc(C(=O)N2CCC3(CCCN(Cc4ccncc4)C3)CC2)cc1 | 9% | -3% | 0% |
| COc1ccc(-c2nc3cnc(N4CCNCC4)nc3n(Cc3cccc(OC)c3)c2=O)cc1 | 4% | ? | 7% |
| CS(=O)(=O)N1CCC2(CC1)CN(c1ccccc1)C2 | -3% | i | 1% |
| Cn1cccc1C(=O)N1CCC2(CCCN(c3cccc(-c4ccccc4)c3)C2)CC1 | 90%[activator] | -15% | 4% |
| CN(Cc1ccco1)c1ccnc(-c2cccc(C#N)c2)n1 | 5% | -9% | -7% |

Next part.
| smiles | RGS12 GoLoco inh | RECQ1 inh | GAA spleen mod |
| --- | --- | --- | --- |
| COc1ccc(Oc2ncc3nc(-c4ccc(F)cc4)c(=O)n(C[C@H]4CCCO4)c3n2)cc1 | -6% | -5% | 0% |
| CCNc1ncc2ncc(=O)n(CCc3ccccc3)c2n1 | 17% | -5% | -5% |
| COc1ccccc1-c1ccc2ncnc(N3CCOCC3)c2c1 | 21% | -3% | 12% |
| COc1ccc(Oc2ncc3nc(-c4ccc(Cl)cc4)c(=O)n(C4CC4)c3n2)cc1 | 0% | -6% | 4% |
| COc1ccccc1CNc1ccnc(-c2cccnc2)n1 | 2% | -10% | 2% |
| CN(Cc1ccco1)c1cc(-c2cccnc2)ncn1 | -1% | i | 4% |
| COCC(=O)N1CCC2(CCCN(C(=O)Nc3cccc(C#N)c3)C2)CC1 | -5% | i | 7% |
| Cc1noc(C)c1C(=O)N1CCC2(CCN(Cc3nccs3)CC2)CC1 | 8% | -7% | 5% |
| COc1ccc(-c2nc3cnc(N4CCNCC4)nc3n(Cc3cccs3)c2=O)cc1 | 25% | -12% | 6% |
| O=c1c(-c2cccc(F)c2)nc2cncnc2n1-c1ccccc1 | 53%[activator] | -10% | 2% |
| CC(=O)N1CCC2(CCCN(c3ccncc3)C2)CC1 | 11% | -11% | -9% |
| O=C(c1cccc(F)c1)N1CCC[C@@]2(CCN(Cc3ccccc3)C2)C1 | 4% | -1% | 5% |
| O=C(c1ccco1)N1CCC2(CCCN(c3cccc(-c4ccccc4)c3)C2)CC1 | 78%[activator] | -22% | 6% |
| CS(=O)(=O)N1CCC2(CCCN(C(=O)Nc3cccc(F)c3)C2)CC1 | 4% | -14% | 2% |
| Cn1cccc1C(=O)N1CCC2(CC1)CN(c1ccncc1)C2 | 3% | i | 3% |
| FC(F)(F)c1ccccc1-c1ccc2ncnc(N3CCOCC3)c2c1 | 6% | -10% | 0% |
| N#Cc1cccc(NC(=O)N2CC[C@@]3(CCCN(C(=O)c4cccc(F)c4)C3)C2)c1 | -3% | i | 6% |
| O=c1c(-c2ccccc2)nc2cnc(Oc3ccccc3)nc2n1Cc1cccs1 | -1% | -6% | 6% |
| Cc1noc(C)c1-c1nccc(N(C)Cc2ccco2)n1 | -4% | -8% | -5% |
| O=C(c1csnn1)N1CCC2(CC1)CN(C(c1ccccc1)c1ccccc1)C2 | 2% | i | 4% |

Sorted by molar mass (smallest number first): 3 of the compounds above
| smiles | RGS12 GoLoco inh | RECQ1 inh | GAA spleen mod |
| --- | --- | --- | --- |
| CC(=O)N1CCC2(CCCN(c3ccncc3)C2)CC1 | 11% | -11% | -9% |
| FC(F)(F)c1ccccc1-c1ccc2ncnc(N3CCOCC3)c2c1 | 6% | -10% | 0% |
| O=C(c1ccco1)N1CCC2(CCCN(c3cccc(-c4ccccc4)c3)C2)CC1 | 78%[activator] | -22% | 6% |

Next part:
| smiles | RGS12 GoLoco inh | RECQ1 inh | GAA spleen mod |
| --- | --- | --- | --- |
| COc1ncc2nc(-c3cn(C)c4ccccc34)c(=O)n(Cc3ccc(F)cc3)c2n1 | 3% | -13% | 2% |
| c1csc(CNc2nc(-c3ccoc3)nc3ccccc23)c1 | 18% | -10% | 9% |
| COc1ccccc1CNc1ccnc(-c2ccccc2Cl)n1 | 9% | -8% | -5% |
| COc1cccc(-c2nc(N(C)C)c3ccccc3n2)c1 | 8% | -7% | 5% |
| COc1ccc(C(=O)N2CCC3(CCCN(c4ccccc4)C3)CC2)cc1 | 68%[activator] | -13% | 2% |
| Cc1nc2cnc(N(C)C)nc2n(C)c1=O | 16% | -8% | 3% |
| COCCn1c(=O)c(-c2cc(F)cc(F)c2)nc2cnc(Oc3cccc(Cl)c3)nc21 | -7% | -1% | 8% |
| COc1ccc(NC(=O)N2CC3(CCN(C(=O)c4cccc(F)c4)CC3)C2)cc1 | 2% | -14% | 1% |
| Cn1cc(-c2nc3cncnc3n(Cc3ccc(F)cc3)c2=O)c2ccccc21 | 1% | -7% | -1% |
| COc1ccc(C(=O)N2CCC3(CCN(CC(C)C)CC3)CC2)cc1 | 3% | -8% | -14% |
| CC(C)CN1CCC2(CC1)CCN(S(=O)(=O)c1ccccc1)CC2 | 1% | -4% | -12% |
| COc1ccc(Oc2ncc3nc(C)c(=O)n(C)c3n2)cc1 | 12% | -10% | 6% |
| O=C(c1cnccn1)N1CCC2(CCN(Cc3ccncc3)CC2)CC1 | -4% | -3% | 2% |
| COc1ccccc1CNc1ccnc(-c2ccc(C(=O)N(C)C)cc2)n1 | 6% | -3% | -2% |
| COc1ccc(CNc2cc(-c3ccccc3Cl)ncn2)c(OC)c1 | 9% | -8% | 2% |
| COc1ccc(NC(=O)N2CCCC3(CCN(C(=O)c4c(C)noc4C)CC3)C2)cc1 | 6% | -7% | 7% |

Compounds from the list above that contain two or more sulfur atoms:
| smiles | RGS12 GoLoco inh | RECQ1 inh | GAA spleen mod |
| --- | --- | --- | --- |
| CN1CCN(c2ncc3nc(-c4cccs4)c(=O)n(Cc4cccs4)c3n2)CC1 | 0% | -10% | -10% |
| O=S(=O)(c1ccccc1)N1CCC2(CC1)CN(Cc1nccs1)C2 | 5% | -6% | 1% |

Sorted by the number under GAA spleen mod (largest number first): four of the compounds above
| smiles | RGS12 GoLoco inh | RECQ1 inh | GAA spleen mod |
| --- | --- | --- | --- |
| Cc1nc2cnc(N(C)C)nc2n(C)c1=O | 16% | -8% | 3% |
| O=C(c1cnccn1)N1CCC2(CCN(Cc3ccncc3)CC2)CC1 | -4% | -3% | 2% |
| COc1ccccc1CNc1ccnc(-c2ccc(C(=O)N(C)C)cc2)n1 | 6% | -3% | -2% |
| COc1ccc(C(=O)N2CCC3(CCN(CC(C)C)CC3)CC2)cc1 | 3% | -8% | -14% |
